Bioassay records as filed in PubChem.
AddAB inh – less growth of phage-infected E. coli with AddAB; E. coli expressing H. pylori AddAB, absorbance growth; inhibition, % at 11.9 µM; 0.29% of 330,000 active; in the data active = inhibition above about 12%;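 note: 0% = vehicle wells of infected cells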
HTR5A inv ctr – inverse agonist of human HTR5A in OPRM1-OPRD1 counter-screen; HTR5A cell line, luminescence, inverse agonism; inhibition, % at 9.3 µM; 0.083% of 340,000 active; in the data active = inhibition mostly above about 23%, no sharp cut-off; inactive = mostly below about 18%;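 note: 0% = cells with DMSO and 100% = no-cell wells with DMSO; some compounds called inactive have numbers as strong as hits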
Target sequence (P47898 whole entry, looked up): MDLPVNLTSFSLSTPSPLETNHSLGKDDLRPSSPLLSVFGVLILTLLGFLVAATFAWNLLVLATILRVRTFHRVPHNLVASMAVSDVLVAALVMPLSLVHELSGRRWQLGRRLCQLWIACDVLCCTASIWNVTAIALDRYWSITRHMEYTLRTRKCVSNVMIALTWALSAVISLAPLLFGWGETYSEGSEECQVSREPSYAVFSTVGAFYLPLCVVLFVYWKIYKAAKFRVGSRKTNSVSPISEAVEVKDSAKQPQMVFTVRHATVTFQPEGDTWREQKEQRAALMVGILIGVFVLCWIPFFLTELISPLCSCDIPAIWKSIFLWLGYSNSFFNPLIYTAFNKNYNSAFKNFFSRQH
MOR-DOR inv ag – inverse agonist of human OPRM1-OPRD1 heterodimerization; P35372+P41143; AID 504357; cell-based MOR-DOR heterodimer luminescence, inverse agonism; inhibition, % at 9.3 µM; 0.21% of 340,000 active; in the data active = inhibition above about 22%, passing the limit was not always enough;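 note: 0% = cells with DMSO and 100% = wells without cells with DMSO; values of inactives mirror those of a sister screen read the other way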
phage Ecoli inh – E. coli growth loss with phage present; growth absorbance; inhibition, % at 11.9 µM; 0.26% of 360,000 active; AID 651602; in the data active = inhibition above about 11%
Mot1-301 SUMO – blocks SUMOylation pathway, rescuing yeast Mot1-301 growth; S. cerevisiae Mot1-301 growth rescue, ATP luminescence, 38.5C; percent above DMSO median, 100 means doubled; growth rescue, % at 18.8 µM; 1% of 320,000 active; AID 2716;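 active = every valid replicate shows activation above 250% relative to neutral control wells; inactive = the rest, any valid replicate at or below 250%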;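 note: OY570 slx delta 5 strain wells were the positive control but not used for scaling; some compounds called inactive have numbers as strong as hits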
PKA-R1A act – PKA-R1A complex activation; 0.083% of 340,000 active; activation, % at 11.4 µM; P00514+P68181; PKA-R1A dissociation, Cy5-IP20 fluorescence polarization; scaled: DMSO 0%, 113 µM cGMP 100%;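 active = percent activation above the mean of all tested compounds plus 3 SD, cut at about 19% in these data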;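 note: higher means more PKAc released from R1A so a rise in polarization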
PfHsp90 yeast 2 – inhibits growth of yeast expressing Plasmodium falciparum Hsp90 | S. cerevisiae expressing PfHsp90, BacTiter-Glo ATP, 48 h; yeast lacking PDR1 and PDR3 efflux regulators | inhibition, % at 9.4 µM | 0.32% of 310,000 active | AID 504621;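 active = every replicate shows inhibition above about 80%, whatever the replicate mean, limit read from the data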;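 note: 0% = DMSO neutral controls and 100% = 20 µM radicicol positive controls; yeast relying on Plasmodium falciparum Hsp90 in place of its own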
Pemphigus Ab inh – human desmoglein-3 autoantibody binding inhibition. P32926. DSG3-coupled beads, scFv-anti-DSG3-GFP binding, flow cytometry; hits give low values. binding (percent of control), % at 10 µM. 0.48% of 310,000 active;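 active = binding more than 3 SD below its plate's average and above zero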;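 note: hits lower antibody fragment binding to DSG3; some compounds called inactive have numbers as strong as hits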
HTR5A ag – counter-screen for OPRM1-OPRD1 agonists: human HTR5A agonism; AID 504692; activation, % at 9.3 µM; 0.61% of 340,000 active; P47898; HTR5A agonist assay, luminescence, cell-based; in the data active = activation mostly above about 9.5%, no sharp cut-off; inactive = mostly below about 7.6%;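 note: 0% = cells with vehicle only and 100% = reference agonist; strong numbers were not always called active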
E coli growth – bacterial growth inhibition, counter-screen for AddAB inhibitors; E. coli V3065 growth, OD600 absorbance, 18 h; inhibition, % at 11.9 µM; 0.27% of 330,000 active; AID 449728;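 active = inhibition above the campaign's mean inhibition across all tested compounds plus 3 SD, cut at about 9.9% in these data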;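 note: uninfected addAB+ strain grown without phage in ampicillin broth; 0% = DMSO wells and 100% = ciprofloxacin 0.95 µg/ml wells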
OPRM1-OPRD1 ag – agonists of human mu-delta opioid receptor heterodimerization; activation, % at 9.3 µM; AID 504326; 0.3% of 340,000 active; cells, OPRM1-OPRD1 heterodimerization, luminescence; in the data active = activation above about 18%;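 note: 0% = vehicle-treated cells and 100% = reference agonist; values of inactives mirror those of a sister screen read the other way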
Active calls of the source: *; . = no result given; + = active, no number. Rows are unselected. Share with any hit: about 3.2%.

SMILES	HTR5A inv ctr	Mot1-301 SUMO	PKA-R1A act	MOR-DOR inv ag	OPRM1-OPRD1 ag	E coli growth	HTR5A ag	AddAB inh	phage Ecoli inh	Pemphigus Ab inh	PfHsp90 yeast 2
O=C1CCCC2=C1C(c1ccc(O)c(Br)c1)C1=C(CCCC1=O)N2c1ccccc1	-7.0	+	-4.5	11.2	-2.2	-1.5	6.5	-2.9	1.8	98.3	23.1
Cc1cc(N)n(-c2ccc(S(N)(=O)=O)cc2[N+](=O)[O-])n1	12.1	-8.1	3.5	0.9	-0.2	1.6	-4.4	3.3	4.6	98.2	-9.2
CC(N=C1NS(=O)(=O)c2ccccc21)c1ccccc1 (configuration not stated)	10.1	1.0	-11.6	12.2	-2.9	0.2	-0.8	4.8	2.1	111.1	15.2
COc1ccc(CCNC(=O)C2CCN(S(=O)(=O)c3cccc4nsnc34)CC2)cc1OC	4.6	0.2	4.1	10.8	-1.8	0.0	4.3	-2.1	1.8	93.5	14.4
COC(=O)CN1C(=S)N(c2ccc(OC)cc2)C(=O)/C1=C/c1ccc(N2CCOCC2)cc1	9.1	-6.8	-17.0	-2.3	0.3	-0.6	3.4	0.5	2.2	134.8	5.9
NS(=O)(=O)c1ccc(CNC(=O)c2cccc(Oc3ccccc3)c2)cc1	-2.5	-1.3	-11.0	9.1	-1.9	0.9	0.7	0.7	3.4	104.4	-16.1
CC(C)CNC(=O)NC(=O)COC(=O)Cn1cnc2ccccc2c1=O	-13.5	332.5	2.8	3.8	-0.7	-0.2	4.9	0.8	2.8	103.2	25.6
CCC1CC2CC(NC(C)=O)C1C2 (configuration not stated)	-6.7	-20.2	5.9	-1.0	0.2	0.9	2.3	2.2	2.6	98.2	13.1
Cc1nn(Cc2ccc(F)cc2)c(C)c1NC(=O)CCCn1nc([N+](=O)[O-])cc1C	8.8	-4.4	-5.2	7.8	-1.5	0.0	-0.1	-0.2	0.8	99.5	-29.1
CSCCC(NC(=O)c1ccccc1Cl)C(=O)Nc1ccc(C)c(S(=O)(=O)N2CCOCC2)c1 (configuration not stated)	-7.9	-19.5	6.5	-11.8	1.8	-0.7	-1.4	-2.2	3.7	95.1	.
Cc1ccc(-n2ncc3c2CC(C)(C)CC3NC(=O)CCN2CCCO2)cc1 (configuration not stated)	-1.4	77.6	4.8	-5.7	1.1	1.5	0.4	5.4	1.9	109.8	18.5
Oc1ccc2ccccc2c1CN1CCOCC1	-10.5	-8.2	-13.2	8.0	-1.6	-0.8	0.9	2.4	-0.3	93.2	38.6
COc1ccc(S(=O)(=O)N(C)C[C@H]2Oc3ccc(NS(=O)(=O)c4cccs4)cc3C(=O)N([C@H](C)CO)C[C@@H]2C)cc1	5.8	.	8.5	3.7	-0.7	.	-0.8	.	1.8	102.1	7.5
CC1(C)C2CCC(C2)C1(C)NC(=O)CN1CCOCC1 (configuration not stated)	4.0	-6.1	5.8	5.7	-1.0	-4.6	-3.5	-0.1	-1.6	92.1	-9.9
CCOC(=O)c1ccc(-n2c(CN3CCOCC3)nc3ccc([N+](=O)[O-])cc3c2=O)cc1	-8.8	-4.5	-10.7	-6.3	1.2	0.8	-3.5	-0.4	0.5	101.8	-8.4
Cc1[nH]n(-c2ccccc2)c(=O)c1CCOC(=O)c1ccc(C(F)(F)F)cc1	-6.5	126.6	-7.7	-7.8	1.3	1.5	1.9	0.4	4.5	97.1	-2.7
O=C(Nc1nnc(SCc2ccccc2Cl)s1)C1COc2ccccc2O1 (configuration not stated)	-21.9	20.3	-4.6	-15.9	2.6	-1.5	8.2	0.8	2.9	101.9	-19.7
CCCc1nc2c(ccc3ccccc32)cc1CC	-9.1	-6.0	2.3	-3.4	0.7	-1.0	2.4	-1.2	0.7	104.0	-2.9
COC(=O)c1cn(C(=O)c2cccc(Br)c2)c2ccccc12	-12.3	-0.7	0.2	3.8	-0.8	-0.5	3.3	-0.5	0.1	93.1	19.4
O=C(COc1ccccc1Cl)Nc1nc(-c2cccs2)cs1	-4.8	.	0.1	7.8	-1.4	1.2	1.7	0.7	2.8	104.5	10.6
O=C1NC(c2cc(Cl)cc([N+](=O)[O-])c2O)Nc2ccccc21 (configuration not stated)	18.7	5.8	7.5	10.8	-2.0	4.6	-0.7	4.8	6.5	107.0	9.0
COc1ccc(OC)c(NC(=O)c2ccc(-c3csc(C)n3)cc2)c1	-6.9	3.4	0.1	15.2	-3.0	-0.9	1.0	-1.5	-0.6	95.6	-7.3
COCCNC(=O)c1c[nH]c2ccc(OC)cc2c1=O	-0.1	84.6	-3.2	3.0	-0.6	-0.5	-2.2	2.8	2.9	98.4	-5.1
O=Cc1c[nH]c2ccc(OCc3ccccc3)cc12	-14.1	118.7	3.8	4.1	-1.0	-0.3	5.5	0.4	2.8	.	-0.8
CC(C)Nc1nnc(SCC(=O)c2c(N)n(Cc3ccccc3)c(=O)n(C)c2=O)s1	-0.1	4.7	4.3	16.0	-3.2	0.4	0.0	3.2	-0.3	97.1	-20.0
O=C(CSc1ccc(-c2ccccc2)nn1)N1CCCCC1	12.5	-46.3	-5.6	-4.3	0.9	1.4	-4.5	0.6	0.6	110.3	.
CC(OC(=O)/C=C/c1ccccc1)C(=O)Nc1ccc(C(N)=O)cc1 (configuration not stated)	14.0	-1.6	1.8	-138.2	34.1*	-0.3	-5.8	-1.0	2.9	99.5	-3.3
CCOc1ccc(N(CC(=O)NC2CCCCC2)S(=O)(=O)c2ccc(C)cc2)cc1	-4.3	11.1	1.7	8.4	-1.6	1.4	1.5	1.1	1.5	.	6.3
O=C(O)c1ccc(CS(=O)(=O)c2c(Cl)cccc2Cl)o1	-0.2	-5.5	5.3	19.6	-4.4	-2.0	0.1	-0.2	0.1	102.0	7.5
COc1ccc(C(C)(C)C)cc1NC(=O)c1cccc(S(=O)(=O)N2CCN(C(C)=O)CC2)c1	-1.8	3.3	3.3	7.3	-1.0	-0.9	1.2	2.7	-0.1	93.6	-65.3
CC(=O)Nc1c(C)ccc([N+](=O)[O-])c1C	8.5	.	-8.9	9.2	-1.8	.	-2.2	.	3.8	93.3	36.3
CCN(CC)CCOC(=O)c1ccc(NC(=O)CCCN2C(=O)/C(=C/c3cccs3)SC2=S)cc1	1.7	-17.6	-11.2	10.5	-1.9	.	-0.8	.	0.8	121.3	24.8
CC(/C=C/c1ccccc1)=N\Nc1nc(-c2ccccc2)cs1	13.8	0.6	0.9	-3.0	0.6	-1.9	-2.5	1.0	5.4	90.2	20.5
CCN(CC)CCN(CC(=O)Nc1c(C)cc(C)cc1C)C(=O)c1ccccc1	3.6	-13.9	-1.7	0.4	-0.1	-1.1	-1.3	2.7	0.7	109.9	-4.4
Cc1cc(C)c(C(=O)N2CCCC(CNC(=O)C3(c4ccc(Cl)cc4)CC3)C2)c(=O)[nH]1 (configuration not stated)	11.2	.	7.1	13.0	-2.5	1.7	-0.5	1.7	2.0	102.0	-11.6
O=C(CCN1C(=O)/C(=C/c2ccc(Cl)cc2)SC1=S)Nc1ccc(C(=O)O)cc1	7.8	-0.7	5.7	14.8	-3.3	-0.9	-2.2	-2.1	2.1	105.3	-1.8
Cc1oc2cc3oc(=O)c(CCC(=O)N4C[C@H]5C[C@@H](C4)c4cccc(=O)n4C5)c(C)c3cc2c1C	12.8	-9.6	-7.3	5.6	-1.1	1.3	-0.2	4.9	1.9	95.3	3.3
COc1ccccc1CCN1CCCC(CN(C)C(=O)c2ccco2)C1 (configuration not stated)	17.8	39.1	-6.9	11.6	-2.2	-2.3	-4.4	0.2	4.6	108.6	6.1
COc1ccccc1NS(=O)(=O)c1cccc(NC(=O)C2CC2)c1	-7.6	10.3	-2.4	6.2	-1.6	0.3	3.0	2.1	-0.1	.	-1.3
NC(=O)COC(=O)c1ccc2c(c1)S(=O)(=O)N=C1CCCCCN12	-6.7	-12.8	1.8	11.5	-2.1	2.4	-1.4	2.8	1.0	115.3	-1.8
O=C(O)C1CCN(S(=O)(=O)Cc2ccccc2)CC1	11.2	7.4	-5.1	12.4	-2.6	-0.6	-2.9	-1.8	-0.2	102.5	9.4
C[C@]12c3[nH]c4ccccc4c3CCN1C(=O)C(CC(=O)NCCCn1ccnc1)C[C@@H]2C(=O)N1CCOCC1 (some centres not stated)	-3.0	-5.7	3.4	20.5	-4.4	-3.2	0.9	4.0	0.9	98.2	-19.3
CC(CCN1CCN(CCO)CC1)c1ccccc1 (configuration not stated)	11.3	-3.8	0.2	9.3	-1.9	2.2	-3.3	2.5	-3.4	116.4	1.3
CCOC(=O)c1cnc(SCC(=O)Nc2sc(C)c(C)c2C#N)nc1N	3.7	2.9	-6.5	5.7	-0.9	-1.2	-2.3	1.0	3.6	.	-16.1
CN1CCN(c2ccc([N+](=O)[O-])cc2C(=O)Nc2ccccc2)CC1	-12.1	10.8	2.0	10.7	-2.1	-1.3	4.5	1.9	2.7	98.0	1.3
O=C(CNC(=O)c1ccccc1F)OCC(=O)c1c[nH]c2ccccc12	-9.8	-5.1	-5.6	2.9	-0.7	-2.8	3.9	-1.0	-0.9	116.0	-3.4
